# Assay outcomes (PubChem)
# RBX1-CUL1 inh – inhibitors of human ROC1-CUL1 ubiquitin ligase activity; in vitro K48 di-Ub FRET, acceptor:donor ratio, 45 min; inhibition, % at 10 µM; 140,000 tested, 0.6% active; AID 1347404; in the data active means inhibition above about 25%
# Target sequence (P62877 whole entry, looked up): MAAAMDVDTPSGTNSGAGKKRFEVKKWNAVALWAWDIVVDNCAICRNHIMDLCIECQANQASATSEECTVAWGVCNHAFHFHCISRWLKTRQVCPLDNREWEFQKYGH
# Target sequence (Q13616 whole entry, looked up): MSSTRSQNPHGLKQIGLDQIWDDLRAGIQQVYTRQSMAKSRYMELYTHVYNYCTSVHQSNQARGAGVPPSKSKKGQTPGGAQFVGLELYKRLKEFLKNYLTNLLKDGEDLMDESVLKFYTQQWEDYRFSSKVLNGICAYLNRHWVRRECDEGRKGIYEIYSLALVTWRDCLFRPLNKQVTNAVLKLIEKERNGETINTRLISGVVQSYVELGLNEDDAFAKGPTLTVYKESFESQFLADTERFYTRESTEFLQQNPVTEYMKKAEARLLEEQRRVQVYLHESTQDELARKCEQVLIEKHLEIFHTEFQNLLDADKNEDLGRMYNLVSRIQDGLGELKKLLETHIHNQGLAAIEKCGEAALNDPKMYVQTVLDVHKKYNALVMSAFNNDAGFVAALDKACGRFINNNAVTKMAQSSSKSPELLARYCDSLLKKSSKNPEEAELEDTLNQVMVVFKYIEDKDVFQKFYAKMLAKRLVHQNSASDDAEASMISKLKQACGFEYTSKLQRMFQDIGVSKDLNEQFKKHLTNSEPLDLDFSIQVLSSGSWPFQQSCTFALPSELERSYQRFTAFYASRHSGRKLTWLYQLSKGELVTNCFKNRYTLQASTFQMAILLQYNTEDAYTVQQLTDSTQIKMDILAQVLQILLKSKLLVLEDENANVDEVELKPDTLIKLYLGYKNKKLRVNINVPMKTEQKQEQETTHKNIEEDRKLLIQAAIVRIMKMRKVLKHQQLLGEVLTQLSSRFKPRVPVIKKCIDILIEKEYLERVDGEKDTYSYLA
# The depositor's hits bear a star. Not all compounds are listed; the hit share may differ from the screen's.
# Preview:
nr	Compound	RBX1-CUL1 inh
1	Cc1ccn(CCNC(=O)Nc2nnc(Cc3ccc(Cl)cc3)s2)n1	-3
2	Cc1cccc(-c2nc(SCc3ccc(Br)cc3)n3[nH]c(=O)cc3n2)c1	5

# Main list (from the top)
nr	Compound	RBX1-CUL1 inh
1	Cc1ccn(CCNC(=O)Nc2nnc(Cc3ccc(Cl)cc3)s2)n1	-3
2	Cc1cccc(-c2nc(SCc3ccc(Br)cc3)n3[nH]c(=O)cc3n2)c1	5
3	CC1(C)CC(=O)/C(=C\c2ccccc2)C(C)(C)N1	25*
4	CC(C)(C)c1ccc(OC(=O)Nc2ccc(Cl)c(Cl)c2)cc1	-9
5	O=C(c1cc2ccccc2[nH]1)N1CCCC(c2nc(-c3cccnc3)ncc2-c2ccccc2F)C1 (stereo unspecified)	10
6	CC1CN(C(=O)c2ccccc2)c2ccccc2NC1=O (stereo unspecified)	1
7	Cc1ccccc1OCc1nc2ccccc2n1Cc1ccccc1Cl	5
8	CCCNC(=O)c1cc(-c2ccc(C)cc2)oc1C	4
9	CCc1nnc(NC(=O)c2ccc(C(=O)Nc3nnc(CC)s3)nc2)s1	7
10	CCCCNC(=O)[C@H]1C[C@@H](C(=O)OC)N(C)[C@H]1c1cccc(F)c1F	-2
11	C/C(=N\NC(=O)COc1ccc(Cl)cc1Br)c1cc(O)ccc1O	-8
12	Clc1ccc(-c2noc(-c3ccccc3Br)n2)cc1	6
13	CCC(=O)N1c2ccc(S(=O)(=O)NCc3ccc(F)cc3)cc2CC1C (stereo unspecified)	-2
14	Cc1ccc(N2CC(NC(=O)c3ccc(S(=O)(=O)N4CCOCC4)cc3)CC2=O)cc1C (stereo unspecified)	-5
15	O=C(CCCc1ccccc1)Nc1cccc(Br)c1	1

# Next compounds:
nr	Compound	RBX1-CUL1 inh
16	CCOC(=O)c1c(NC(=S)NCc2ccccc2)sc2c1CCCC2	4
17	CCc1ccc(C=C2C(=O)N(c3ccccc3)C(=S)N(c3ccccc3)C2=O)s1	-7
18	COc1ccc(S(=O)(=O)N(CC(=O)N2CCc3ccccc3C2)c2ccc(C)cc2)cc1	3
19	Cc1ccn2c(=O)cc(COc3ccc(NC(=O)c4ccccc4F)cc3)nc2c1	-3
20	Cc1ccc(C)c(NC(=O)C(=O)NCCc2csc(-c3ccc(C(F)(F)F)cc3)n2)c1	4
21	CCN1CCN(CCCNC(=O)c2ccc3c(c2)sc2nc(-c4ccc(C)cc4)cn23)CC1	-54
22	O=C(CCCn1c(=O)[nH]c2ccsc2c1=O)N1CCN(c2cccc(C(F)(F)F)c2)CC1	8
23	CCOC(=O)c1c(C)oc2nc(C)nc(N3CCN(c4ccc(C(C)=O)cc4)CC3)c12	0
24	COCCC(=O)NC1CCCN(CCCc2ccccc2)C1 (stereo unspecified)	-7
25	CC1=C(C(=O)OCc2ccccc2)C(c2ccoc2)C(C#N)C(=N)O1 (stereo unspecified)	-1
26	O=C(O)c1ccc2[nH]c(=S)[nH]c2c1	7
27	COc1ccccc1Oc1ncccc1CNC(=O)NC1CCCCC1	3
28	Cc1csc(Cn2ccc(-c3cccc(-c4cccnc4)c3)n2)n1	4
29	CCOc1ccc(CC(=O)OCC(=O)Nc2ccc(Cl)c(C(F)(F)F)c2)cc1OCC	-1
30	O=C1/C(=C/c2ccccc2)N=C(Oc2ccc(Cl)cc2)N1c1ccccc1	-4

# Next structures.
nr	Compound	RBX1-CUL1 inh
31	COc1ccc(Cc2nnc(NC(=O)c3ccc(Cl)cc3)s2)cc1OC	-3
32	COc1cccc(CNc2nccn(-c3cc(C)cc(C)c3)c2=O)c1	2
33	O=C(Nn1cnnc1)c1ccc(Br)o1	2
34	COc1ccc(Cn2c(NC(=O)Cc3cccs3)c(C#N)c(-c3ccccc3)c2-c2ccccc2)cc1	7
35	COc1ccc(-c2cccc(-c3ccn(CC(C)(C)O)n3)c2)cn1	3
36	O=C1c2ccccc2NC(c2cccc(OCc3ccc(Cl)cc3Cl)c2)N1c1ccccc1 (stereo unspecified)	11
37	Cc1cn2c(=O)cc(COC(=O)c3ccc(NC(=O)c4ccc(C(C)(C)C)cc4)cc3)nc2s1	1
38	FC(F)(F)c1ccc(-c2n[nH]c3c2CN(C2CCC2)CC3)cc1	-4
39	CCc1ccc(N=c2sc(C3=c4cc(F)ccc4=NC3=O)c(O)n2-c2ccc(CC)cc2)cc1	-9
40	Cc1oc(-c2ccccc2NS(C)(=O)=O)nc1CN(C)Cc1ccc(CN2CCCCC2)s1	6
41	COc1cccc(CN2CCN(Cc3nc(NCc4ccc(C)o4)c4ccccc4n3)CC2=O)c1	-3
42	CCOc1cc(CNc2ccc(O)cc2)cc(Br)c1OCc1ccccc1	4
43	O=C(O)c1ccc(COc2ccc(I)cc2)o1	4
44	Cc1ccc(S(=O)(=O)NC2=NCN(c3ccc(Cl)cc3)CN2)cc1	-11
45	COc1ccc(NC(=O)c2ccco2)cc1NC(=O)c1ccc(OC(C)C)cc1	-1

# Following part.
nr	Compound	RBX1-CUL1 inh
46	CC1=NN(c2ccc(S(N)(=O)=O)cc2)C(=O)/C1=C\c1ccc(N(C)C)cc1	7
47	CCN1CCN(C/C=C/COc2ccccc2OC)CC1	5
48	Cn1c(=O)n(C)c2cc(NS(=O)(=O)c3ccc(F)cc3)ccc21	3
49	COc1cc(OC)c(NC(=O)c2cc(S(=O)(=O)N3CCCC3)cn2C)cc1Cl	-5
50	CCc1ccc(S(=O)(=O)N(C(C)=O)c2ccc3oc4c(c3c2)CCCC4)cc1	0
51	CC(C)CCN1C(=O)S/C(=C/c2ccc(N(C)C)cc2)C1=O	2
52	CC(C)(C)CN1CC(NC(=O)CCC(F)(F)F)CC1=O (stereo unspecified)	12
53	Cc1[nH]nc2c1C(c1ccc(N(C)C)cc1)C(C#N)C(=N)O2 (stereo unspecified)	5
54	Cc1cccc(-c2nnc(-c3cccc(NC(=O)CSc4ccc(Cl)cc4)c3)o2)c1	8
55	CCOc1ccccc1CNC(=O)CCn1cccn1	-11
56	COC(=O)CCC(=O)N1CCC(C2CCN(Cc3cccc(F)c3F)CC2)C1 (stereo unspecified)	-5
57	CCCN1CCN(CC(=O)Nc2ccccc2Cl)CC1	4
58	O=C1CCNC(=O)N1c1ccccc1Cl	2
59	COc1ccc(N2CCN(C3=NC(C(=O)Nc4ccc(C)cc4)CC(=O)N3)CC2)cc1 (stereo unspecified)	10
60	Cc1nc2c(sc3nc4c(c(-c5ccc(Cl)cc5)c32)CCCC4)c(=O)[nH]1	9

# 6 entries already listed, sorted by the value under RBX1-CUL1 inh, highest first.
no. | canonical_smiles | RBX1-CUL1 inh
53 | Cc1[nH]nc2c1C(c1ccc(N(C)C)cc1)C(C#N)C(=N)O2 (stereo unspecified) | 5
57 | CCCN1CCN(CC(=O)Nc2ccccc2Cl)CC1 | 4
48 | Cn1c(=O)n(C)c2cc(NS(=O)(=O)c3ccc(F)cc3)ccc21 | 3
58 | O=C1CCNC(=O)N1c1ccccc1Cl | 2
50 | CCc1ccc(S(=O)(=O)N(C(C)=O)c2ccc3oc4c(c3c2)CCCC4)cc1 | 0
55 | CCOc1ccccc1CNC(=O)CCn1cccn1 | -11

# (further entries)
nr	Compound	RBX1-CUL1 inh
61	CC(=O)N1CC(c2ccccc2)C(c2ccc(Cl)cc2)=N1 (stereo unspecified)	2
62	COC(=O)/C=C/C(=O)Nc1ccc(F)c(Cl)c1	-2
63	COc1ccc(NS(=O)(=O)Cc2ccc(F)cc2)cc1	0
64	COc1ccc(C(=O)COC(=O)c2ccc(O)cc2)cc1	6
65	COc1cc2ccccc2cc1C(=O)Nc1cccc(-c2nc3cc(C)c(C)cc3o2)c1	1
66	CCOc1ccc(-c2[nH]nc3c2C(c2ccc(CC)cc2)C(C#N)C(=N)O3)cc1 (stereo unspecified)	4
67	CCn1c(-c2ccccc2F)nc2cc(C(=O)N(C)Cc3cccc(OC)c3)cc(NC(C)=O)c21	0
68	CCOC(=O)c1nn2c(C(F)(F)F)cc(-c3ccc(Br)o3)nc2c1Br	-7
69	O=C(CCC1CCCC1)Nc1nc2ccc(Cl)cc2s1	10
70	CCc1c([O-])[n+](-c2ccccc2)c2ccc(-c3ccccc3)nn2c1=O	1
71	Cc1ccc(C(=O)NCC(=O)OCc2cc(=O)n3ccsc3n2)cc1	-11
72	COc1ccc(C(c2c(C)[nH]n(-c3ccc(F)cc3)c2=O)c2c(C)[nH]n(-c3ccc(F)cc3)c2=O)cc1	6
73	COc1ccccc1OCC1NCCS1 (stereo unspecified)	14
74	Cc1nn(C)cc1-c1nnc(SCC(=O)Nc2ccc(F)c(Cl)c2)n1-c1ccc(Cl)cc1	-5
75	CCC1(CC)NC(=S)N(Nc2ccccc2)C1=O	-4

# The listing continues.
nr	Compound	RBX1-CUL1 inh
76	O=C(Nc1ccccc1Br)C(Cc1ccccc1)NS(=O)(=O)c1cccc2nsnc12 (stereo unspecified)	-10
77	COC(=O)c1ccccc1NC(=O)N(Cc1ccc(C)cc1)Cc1cccn1-c1nnc(N2CCCC2=O)s1	4
78	CSc1nnc2c(n1)NC(C1CC=C(C)CC1)Oc1ccccc1-2 (stereo unspecified)	-3
79	Cc1cc(C)nc(N=C(N)N2CCCCC2)n1	10
80	COc1ccc(NC(=O)c2cccc3c2N=C2CCCCC2C3=O)cc1 (stereo unspecified)	4
81	CN1C(=O)C2(c3ccccc31)N(c1ccccc1)C(=O)CS2(=O)=O (stereo unspecified)	-11
82	O=c1cc(-c2ccccc2)n2c(SCc3ccc(Cl)cc3)nnc2[nH]1	-8
83	COC(=O)C1CCN(C(=O)c2cc(NS(C)(=O)=O)cc3ncn(CCc4ccccc4)c23)CC1	-5
84	O=C(O)c1cccc(NS(=O)(=O)c2ccc(I)cc2)c1	3
85	CC1CCc2c(sc3nc(SCc4ccccc4)nc(N)c23)C1 (stereo unspecified)	-5
86	Cc1ccc2nc(Cl)c(C3CC(c4cccs4)=NN3S(C)(=O)=O)cc2c1 (stereo unspecified)	3
87	COc1cccc(/C=C/c2ccnc(NS(=O)(=O)c3ccc(N)cc3)n2)c1	13
88	Cc1oc2ncn(CC(C)C)c(=O)c2c1C(=O)NCCCN(C)Cc1ccccc1	-7
89	Cc1ccc(C)c(N2CCN(C(c3ccccc3)c3nnc(-c4ccccc4F)o3)CC2)c1 (stereo unspecified)	-7
90	CCCCCCOc1ccc2cc(C(=O)Cc3ccc(Br)cc3)ccc2c1	-5

# Remaining list, next part:
nr	Compound	RBX1-CUL1 inh
91	CC(=O)Nc1cc(C(=O)OCc2ccc(Cl)cc2)ccc1C	-4
92	CSc1ccc(CCNC(=O)Cn2c(C)c3cnn(-c4ccccc4)c(=O)c3c2C)cc1	-5
93	O=C(NCc1ccc(F)cc1)C1CCN(C(=O)c2ccc(-n3ccc4ccccc43)s2)CC1	-6
94	CCC(C)NC(=O)c1nn2c(c1Cl)NC(c1ccc(Cl)cc1)CC2C(F)(F)F (stereo unspecified)	-6
95	CCOc1ccc(CNC2COc3ccccc3C2)cc1CO (stereo unspecified)	2
96	O=C(NNC(=S)NC(=O)c1cccs1)c1ccc(O)cc1	5
97	Cn1cc(S(=O)(=O)c2cccc(Cl)c2)c(=O)c2cc(F)c(N3CCN(c4ccccc4)CC3)cc21	4
98	CC(C)c1n[nH]c2c1CN(C(=O)c1noc3c1CCCC3)CC2	9
99	COc1ccc(/C(=N\NC(N)=S)c2ccccn2)cc1	2
100	Cc1ccc(S(=O)(=O)N2CC=C(c3c(C)n(CC(=O)N4CCCC4)c4ccccc34)CC2)cc1C	1
101	COc1ccc(S(=O)(=O)Nc2ccccc2)cc1	0
102	Cc1cc(OCC(=O)NCC2(N(C)C)CCCCC2)cc(C)c1Cl	-7
103	CCCN(CCC)CCNC(=O)c1cc2c(-c3ccccc3F)nn(C)c2s1	-3
104	COC(=O)n1c(C)c(Br)c2cc(OC)c(Br)cc21	9
105	CCCNS(=O)(=O)c1ccc(CCC(=O)N2CCOCC2)cc1	-1

# Of the compounds above, these have a COOH group:
nr	Compound	RBX1-CUL1 inh
26	O=C(O)c1ccc2[nH]c(=S)[nH]c2c1	7
43	O=C(O)c1ccc(COc2ccc(I)cc2)o1	4
84	O=C(O)c1cccc(NS(=O)(=O)c2ccc(I)cc2)c1	3

# The results go on.
nr	Compound	RBX1-CUL1 inh
106	Cc1nn2c(C(F)(F)F)cc(-c3ccc(Cl)cc3)nc2c1C(=O)N1CCCc2ccccc21	0
107	CCc1cc2c(=O)n(-c3ccc(Cl)cc3)c(SCC(=O)c3ccc(C)cc3)nc2s1	-7
108	CCOC(=O)C1=C(C)N=c2s/c(=C\c3ccccc3OC(C)=O)c(=O)n2C1c1ccccc1 (stereo unspecified)	2
109	CN1CCN(S(=O)(=O)c2ccc(NC(=O)C3CCCC3)cc2)CC1	3
110	CCNC(=O)CCc1ccc(C(C)(C)C)cc1	6
111	NC(=O)c1ccc[n+](-c2ccc(Br)cc2)c1	1
112	CCN(CC)CC(O)COc1ccc(CNCCSC)cc1OC (stereo unspecified)	4
113	CCn1c(=O)cc(OCC(=O)N(C)c2cc(Cl)ccc2C)c2ccccc21	4
114	CCOc1cc(CNC(C)(C)C)cc(Cl)c1OCC(=O)NC(C)(C)C	4
115	CCC(C(=O)NCCc1cc(OC)ccc1OC)n1nc(C)c2c(C)n(-c3ccccc3)nc2c1=O (stereo unspecified)	-1
116	O=C1CCCC2=Nc3cc(Cl)ccc3SC12 (stereo unspecified)	2
117	O=C(Nc1cc(C(F)(F)F)ccc1Cl)c1cc2nc3c(c(C(F)(F)F)n2n1)CCCC3	-3
118	O=C(Cn1ncc2c3ccccc3n(Cc3cccc(Cl)c3)c2c1=O)NCCC1=CCCCC1	7
119	Cc1csc(/C(=N\O)c2nc3ccccc3s2)n1	14
120	CC(C)c1ccc(Nc2cc(C(=O)NCCc3ccccc3)c3ccccc3n2)cc1	-7

# Further entries follow.
nr	Compound	RBX1-CUL1 inh
121	COc1ccc(CCNC(=O)c2ccc3c(c2)N(Cc2ccc(F)cc2)CCS3)cc1OC	0
122	O=C1CCC(CCNCCOc2ccc(F)cc2)N1Cc1ccccc1OC(F)(F)F (stereo unspecified)	0
123	CC(=O)Nc1ccc(OCCCc2ccccc2)cc1	7
124	COc1cccc(-n2c(-c3ccco3)nc3c(cnn3-c3ccccc3C)c2=O)c1	-7
125	CCn1ccnc1CN(C)CC1CCCN(CCc2ccc(F)cc2)C1 (stereo unspecified)	-6

# 2 of these compounds, set out differently.
no. | RBX1-CUL1 inh | Structure
121 | 0 | COc1ccc(CCNC(=O)c2ccc3c(c2)N(Cc2ccc(F)cc2)CCS3)cc1OC
125 | -6 | CCn1ccnc1CN(C)CC1CCCN(CCc2ccc(F)cc2)C1 (stereo unspecified)
